OX1R antag-1 = blocks the human orexin 1 receptor | O43613 | OX1R-expressing cells, FRET antagonist read-out | inhibition, % at 6.6 µM | hit rate 1.8% among 330,000 | AID 485270; in the data active = inhibition mostly above about 38%, no sharp cut-off; inactive = mostly below about 40%;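 also: 0% = agonist challenge alone and 100% = reference antagonist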
Target sequence (O43613 whole entry, looked up): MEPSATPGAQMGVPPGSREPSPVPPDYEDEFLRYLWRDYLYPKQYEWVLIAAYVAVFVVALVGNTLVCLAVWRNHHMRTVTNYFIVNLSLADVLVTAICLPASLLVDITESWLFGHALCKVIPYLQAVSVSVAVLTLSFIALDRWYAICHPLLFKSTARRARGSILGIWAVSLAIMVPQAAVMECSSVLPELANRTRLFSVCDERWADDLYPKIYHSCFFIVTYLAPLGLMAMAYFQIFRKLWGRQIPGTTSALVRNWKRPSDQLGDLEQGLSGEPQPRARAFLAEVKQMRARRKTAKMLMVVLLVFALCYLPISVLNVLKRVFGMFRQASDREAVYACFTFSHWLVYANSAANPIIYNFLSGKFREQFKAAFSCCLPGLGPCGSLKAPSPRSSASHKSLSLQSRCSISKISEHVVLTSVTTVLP
OX1R antag-2 = blocks the human orexin 1 receptor. AID 434989. O43613. inhibition, % at 5 µM. hit rate 0.43% among 330,000. CHO/OX1R cells, Fluo-8 calcium fluorescence, orexin A;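 active = inhibition above its plate's threshold, mean inhibition of all tested compounds on the plate plus 3 SD, cut at about 37% in these data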;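 also: 0% = orexin A challenge wells and 100% = SB-334867-A antagonist wells; not every result past the cut was called active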
* marks the source's active call; other numbers are inactive results; & = joins results of further samples. Rows are unselected; about 2.1% have a hit in one of these screens.

Second line of a record – OX1R antag-1 | OX1R antag-2
Cc1cc(C)nc(SCC(=O)NC2=NN=C(c3ccc(Br)cc3)CS2)n1
→ 7 | -31
CCOC(=O)Nc1ccc2c(c1)Sc1ccccc1N2C(=O)CCN1CCOCC1
→ 28 | -22
Cc1cc(N)ccc1S(C)(=O)=O
→ 14 | 8
N#Cc1cnc2nc(SCc3ccccc3)nn2c1
→ 7 | 3
C[C@H]1CC[C@]2(O[C@@H](CCO)C[C@H](O)[C@H]2O)O1
→ 10 | -1
CCCCN(C)CCCNC(=O)Cn1c(=O)sc2ccccc21
→ 7 | -19
Nc1nc(CSc2ncn(-c3ccccc3)n2)cs1
→ 20 | -13
Cc1nc(-c2ccc(S(=O)(=O)Nc3ccc(S(N)(=O)=O)cc3)cc2)co1
→ 13 | 3
O=C(O)CCNC(=O)OCC1c2ccccc2-c2ccccc21
→ -10 | 11
COc1ccccc1CNc1ccc(C(=O)O)cc1
→ 33 | -19
COc1ccc(C)cc1NC(=O)CN1CCN(S(=O)(=O)c2ccc3ccccc3c2)CC1
→ 0 | -37
O=C(O)c1cccc(NC(=S)NC(=O)c2ccc3ccccc3c2)c1
→ 5 | 4
COCc1cc(CN2CCCC(C(=O)Nc3ccc(-c4ccco4)cc3)C2)ccc1OC (stereo unspecified)
→ 28 | -25
O=C(COc1ccc(S(=O)(=O)N2CCOCC2)cc1)Nc1ccccc1F
→ 15 | -18
Cc1ccc(NC(=S)c2ccc3ccccc3n2)c(C)c1
→ 9 | -38

Some of the entries so far, with each value named.
> CCOC(=O)Nc1ccc2c(c1)Sc1ccccc1N2C(=O)CCN1CCOCC1
  OX1R antag-1: 28
  OX1R antag-2: -22
> Cc1cc(N)ccc1S(C)(=O)=O
  OX1R antag-1: 14
  OX1R antag-2: 8
> N#Cc1cnc2nc(SCc3ccccc3)nn2c1
  OX1R antag-1: 7
  OX1R antag-2: 3
> C[C@H]1CC[C@]2(O[C@@H](CCO)C[C@H](O)[C@H]2O)O1
  OX1R antag-1: 10
  OX1R antag-2: -1

Next section.
Second line of a record – OX1R antag-1 | OX1R antag-2
COc1cc(OC)cc(C(=O)NCc2ccc(-n3cccc3)cc2)c1
→ 35 | -12
CC(=O)N1c2ccccc2[C@H](C)[C@H]1C
→ -3 | 13
Cn1ccnc1C1CCCCN1C(=O)c1cc(COc2ccc(F)cc2Cl)on1 (stereo unspecified)
→ 28 | -32
CCNc1c(NS(=O)(=O)c2ccc(F)c(Cl)c2)c(=O)oc2ccccc12
→ 11 | -2
CCOc1ccccc1N1CCN(C(=O)c2cc(-c3cc(OC)ccc3OC)nc3ccccc23)CC1
→ 18 | -30
Nc1nc(-c2ccc(Cl)cc2)nnc1-c1ccc(Br)cc1
→ 22 | -3
Cc1ccc2cc(/C=C(\C#N)C(N)=O)c(N3CCCCC3)nc2c1
→ 13 | -21
Cc1cccc(C(=O)N[C@H](C(=O)Nc2cccc(S(=O)(=O)N3CCCC3)c2)C(C)C)c1
→ 12 | -33
CCOC(=O)N1CCC(NC(=O)CS(=O)(=O)Cc2nc(-c3ccc(OC)cc3)oc2C)CC1
→ 15 | -15
CCOC(=O)c1sc2ncn(C(CC)C(=O)OC)c(=O)c2c1C (stereo unspecified)
→ 15 | -9
COc1cc2nc(COc3ccc(C#N)cc3)n(CC#N)c(=O)c2cc1OC
→ 16 | -28
CN(CC(=O)Nc1ccccc1Cl)C(=O)c1cccc(S(=O)(=O)N2CCN(Cc3ccccc3)CC2)c1
→ 34 | 3
CCSc1ccccc1C(=O)Nc1cc(OC)c(OC)c(OC)c1
→ 13 | -23
CNc1nc2cc([N+](=O)[O-])c([N+](=O)[O-])cc2nc1NC
→ 45 | 27
O=C(CNC(=O)c1ccc(Cl)cc1)NC1CCCCC1
→ 1 | -22
Cc1csc(NC(=O)C2=COCCO2)n1
→ 20 | -13
Cc1c(Cl)cccc1NC(=O)C1CC2CCC1C2 (stereo unspecified)
→ 5 | -9
COc1ccc(-c2cn3c(C)c(C(=O)NCCN4CCOCC4)sc3n2)cc1
→ 20 | -17
CCOc1ccc(N(CC(=O)NC2CCCC2)S(=O)(=O)c2c(C)noc2C)cc1
→ 9 | -32
O=C(NCCC1=CCCCC1)C1CCC(CNS(=O)(=O)c2ccccc2)CC1 (stereo unspecified)
→ 13 | 5
O=C(Nc1cccc(-c2nc3cccnc3s2)c1)c1ccco1
→ 64* | 6
O=C(O)CCCC(=O)N1CCc2cc(S(=O)(=O)NCc3ccc(F)cc3)ccc21
→ 20 | -3
Cc1nc2nc[nH]c2cc1Br
→ 8 | -5
CCOC(=O)CNC(=O)Cc1ccc(OC)cc1
→ 0 | 2
CCOC(=O)Cn1c(C)c(Br)c(=O)c2cccc(C)c21
→ 11 | -28
COC(=O)Cc1cc(=O)oc2cc(OC)ccc12
→ 9 | -5
CNC(=S)N1N=C(c2ccccc2)CC1c1ccc(Br)cc1 (stereo unspecified)
→ 6 | -26
S=C(Nc1ccccc1)N1CCN(C/C=C/c2ccccc2)CC1
→ 8 | -19
CCN(Cc1ccccc1)C(=O)C1CCN(C/C(C)=C/c2ccccc2)CC1
→ 15 | -23
CC(=O)c1cc(NC(=O)c2cccc(C(F)(F)F)c2)c(=O)oc1/C=C/N(C)C
→ 7 | -8
O=[N+]([O-])c1ccc(C[n+]2ccc(Cc3ccccc3)cc2)cc1
→ 111* | -15
CCCCNC(=S)N(C)/N=C/c1ccc(OCc2ccc(C(=O)OC)cc2)c(OC)c1
→ 24 | -15
O=C(COC(=O)C1CC2CCCC(C1)C2=O)NNC(=O)c1ccc([N+](=O)[O-])cc1 (stereo unspecified)
→ 69* | -15
O=C(Cn1nnc2ccccc2c1=O)NCc1ccc(Cl)cc1
→ 14 | -15
COc1ccc(/C(C)=N/OC/C(O)=C(\C#N)c2nc3ccccc3[nH]2)cc1OC
→ 17 | -2
O=C(CC(c1ccco1)C1CCCCC1=O)c1ccco1 (stereo unspecified)
→ 30 | -11
CCCN(CCC)CCCNC(=O)C(NS(=O)(=O)c1ccc2c(c1)CCC(=O)N2)c1ccccc1 (stereo unspecified)
→ 16 | -5
CCOC(=O)CN(C(=O)CSc1nnc2c(n1)[nH]c1ccc(F)cc12)c1ccccc1
→ 18 | -20
Cc1ccc2cc(C3CC(c4ccco4)=NN3S(=O)(=O)c3ccccc3)c(Cl)nc2c1 (stereo unspecified)
→ 11 | -16
COc1ccc(NC(=O)CNC(=O)Cc2ccccc2)cc1OC
→ 12 | -14
NC(=O)[C@@H]1CC2(CC(c3cccc(NC(=O)CC(c4ccccc4)c4ccccc4)c3)=NO2)CN1C(=O)COc1ccc(Cl)cc1 (stereo partly specified)
→ 12 | 9
Cn1c(NNC(=O)C2CCCCC2)cc(=O)n(C)c1=O
→ 29 | 2
COc1ccccc1NC(=O)Cc1csc(NC(=S)Nc2ccc(C)cc2)n1
→ 5 | -3
CCNC(=S)N(CCN(C)C)Cc1cc2cc(OCC)ccc2[nH]c1=O
→ 7 | -11
CC(C)CC1(C)NC(=O)NC1=O (stereo unspecified)
→ 30 | -12
Cc1ccc(C(C)C)c(OCCCN2CC(C)OC(C)C2)c1 (stereo unspecified)
→ 15 | -23
CCOC(=O)c1nn(-c2ccc(C)c(C)c2)c(=O)c(C#N)c1C
→ 44* | -30
CCOC(=O)c1c(-c2cccc([N+](=O)[O-])c2)csc1NC(=O)C1CCCCC1
→ 36 | -28
O=C(CSc1cccc2cccnc12)N/N=C/c1ccncc1
→ 35 | -7
COc1ccc(NC(=O)C2CCN(C(=O)c3cccs3)CC2)cc1OC
→ 16 | -18
Cc1ccc(N(C(C)C(=O)O)S(=O)(=O)c2cccnc2)cc1 (stereo unspecified)
→ 16 | -9
CCOc1ccc(C(C)NC(=O)c2ccccc2F)cc1 (stereo unspecified)
→ 6 | -11
CC1=CC(C)=Nc2ccc(C)cc2N1
→ 20&23 | -14&-33
O=C(CNS(=O)(=O)c1ccccc1)Nc1ccccc1Br
→ 13 | -18
Cc1ccc(N(Cc2ccc(C(=O)NCCSc3ccccn3)cc2)S(C)(=O)=O)cc1C
→ 9 | -12
CCc1cc2c(NC3CCCC3)ncnc2s1
→ 34 | -2
CC1=NN(C(=O)Cc2ccc([N+](=O)[O-])cc2)C(O)(C(F)(F)C(F)(F)F)C1 (stereo unspecified)
→ 8 | -14
CN(Cc1ccccc1)C(=O)c1ccccc1C(=O)OCC(=O)N(Cc1ccccc1)C(C)(C)C
→ 31* | 31
COc1ccc(Cc2nnc(N/N=C/c3ccccc3O)[nH]c2=O)cc1OC
→ 25 | -41
O=C(CSc1nnc(NC(=O)C2CC2)s1)Nc1ccccc1
→ 17 | -6

(listing goes on)
Second line of a record – OX1R antag-1 | OX1R antag-2
CCOC(=O)c1cc(-c2ccc(F)cc2)n(CC(=O)NCc2cccnc2)c1C
→ 5 | -16
O=C(c1cccs1)N1CCN(S(=O)(=O)Cc2ccccc2)CC1
→ 5 | -5
CN1CCN(C(=O)c2cn(C)c3ccc(S(=O)(=O)N(C)C4CCCCC4)cc3c2=O)CC1
→ 3 | -19
Cn1cc(Br)c(NS(=O)(=O)c2ccc(Cl)s2)n1
→ 11 | -15
C[C@H](CO)N1C[C@H](C)[C@@H](CN(C)C(=O)Nc2ccccc2)Oc2c(NC(=O)c3ccncc3)cccc2C1=O
→ 8 | 6
CCC(OC(=O)C1=Cc2ccccc2OC1)C(=O)NC1CCCC1 (stereo unspecified)
→ 2 | -22
CCN(CC)S(=O)(=O)c1ccc(NC(=O)CCN2C(=O)C3CC=CCC3C2=O)cc1 (stereo unspecified)
→ 10 | -9
C=CCNC(=O)c1onc(CSc2nc3ccccc3[nH]2)c1C(=O)NCC=C
→ 22 | -4
CCN(CC)C(=O)c1cc(Cl)ccn1
→ 16 | -4
Cc1cc(=O)oc2c(CN3CCN(C)CC3)c(O)c(Cl)cc12
→ 22 | -9
N#C/C(=C(\O)CCl)c1nnc2n1CCCCC2
→ -1 | -16
Cc1ccc(C)c(OCC(O)CN2CCN(CCN3C(=O)c4cccc5cccc(c45)C3=O)CC2)c1 (stereo unspecified)
→ 8 | -24
Cc1nc2ccc(NC(=O)C3COc4ccccc4O3)cc2s1 (stereo unspecified)
→ 26 | -15
COc1ccc2nccc(C(N)=O)c2c1
→ 15 | 15
Cc1ccc(C)c(N2CCN(C(=O)CCc3nc(-c4ccccc4C(F)(F)F)no3)CC2)c1
→ 15 | -9
CCCn1c(N)c(C(=O)COC(=O)CNC(=O)c2ccccc2OCC)c(=O)[nH]c1=O
→ 9 | -6
CC(=O)c1ccc(-n2nnnc2SCC(=O)Nc2sc(C)c(C)c2C#N)cc1
→ 5 | -27
CC(C)N(Cc1ccccc1)C(=O)CCS(=O)(=O)c1ccc2c(c1)oc(=O)n2C
→ 3 | -19
CC(C)(C)c1ccc(C(CC(=O)O)NC(=O)CSc2ccccc2)cc1 (stereo unspecified)
→ 19 | -23
CCc1nc2cc([N+](=O)[O-])c([N+](=O)[O-])cc2[nH]1
→ 23 | -9
COc1cccc(Nc2nnc(SCc3nc4ccccc4s3)s2)c1
→ 63 | -30
CCCCN(CC)CCNc1c(N2CCN(C(=O)OCC)CC2)c(=O)c1=O
→ 3 | -14
O=C1C2C3C=CC(C3=C(c3ccccc3)c3ccccc3)C2C(=O)N1Cc1ccccc1 (stereo unspecified)
→ 24 | -13
CCN(CC)S(=O)(=O)c1ccc(C(=O)Nc2ccc(Cc3ccncc3)cc2)cc1
→ 39* | 82*
O=S(=O)(NCCCCCCNS(=O)(=O)c1c(F)cccc1F)c1ccc2c(c1)OCCO2
→ 11 | -1
CCOC(=O)C1(Cc2cccc(OC)c2)CCN(Cc2ccc(C)s2)CC1
→ 15 | -25
COc1ccccc1CNC(=O)[C@@H]1CCCN1C(=O)C1CCN(S(=O)(=O)c2ccc(C)cc2)CC1
→ 6 | -16
COC(=O)CN1C(=O)COc2ccc(S(=O)(=O)NCc3ccccc3)cc21
→ -5 | -4
CN(CC(=O)Nc1ccccc1)CC(=O)Nc1ccc(F)cc1
→ 17 | -17
COc1ccc(COC(=O)C2=C(C)NC(=O)NC2c2ccc(O)cc2)cc1 (stereo unspecified)
→ -2 | -32
CCc1noc(C)c1C(=O)N1CCC(CCC(=O)Nc2cccc(OC)c2)CC1
→ 10 | -20
Cc1ccc(Cl)cc1N1CCN(C(=O)COc2ccc3c(c2)CCC3)CC1
→ 26 | -19
O=C(NCc1ccco1)/C(=C/C=C/c1ccccc1)NC(=O)c1ccco1
→ 18 | -17
COc1ccc(S(=O)(=O)N(C)c2ccc(C(=O)N3CCOCC3)cc2)cc1OC
→ 6 | -9
O=C(NN1C(=O)/C(=C/C=C/c2ccco2)SC1=S)c1ccncc1
→ 13 | -9
Fc1cccc2sc(Nc3nnc(-c4ccco4)o3)nc12
→ 44 | 29
Cc1ccc(NC(=O)C(C)OC(=O)c2ccc(NS(=O)(=O)c3ccc(F)c(F)c3)cc2)cc1 (stereo unspecified)
→ 17 | -5
O=C1NC2(CCCCC2)C(=O)N1Cc1cccc(C(F)(F)F)c1
→ 14 | -20
Cc1cc(NC(=O)CSc2nc3c(cc2C#N)CCCC3)no1
→ 16 | -17
COc1ccc(C2c3sc(=O)[nH]c3SC3C4CCC(C4)C23)cc1 (stereo unspecified)
→ 6 | -33
CC(=O)C1C(=O)CC(C)(O)C(C(C)=O)C1c1ccc(N(C)C)cc1 (stereo unspecified)
→ 14 | -8
COc1cccc(CNC(=O)CCc2nnc(C3CCCCC3)o2)c1
→ 7 | -25
CCc1ccc(CN(C(=O)COc2c(C)cccc2C)C2CCS(=O)(=O)C2)cc1 (stereo unspecified)
→ 16 | -26
O=c1cc(-c2ccc(Cl)cc2)nc(N2CCN(c3ccccc3)CC2)[nH]1
→ 10 | -14
Cc1ccc(-n2ncc3c(=O)n(CC(N)=O)cnc32)cc1
→ 3 | -7
CCN(CC(=O)Nc1ccc(OC)cc1)C(=O)CSCc1c(C)noc1C
→ 11 | -23
COc1ccccc1NC(=O)Nc1ccc(Cl)c(S(=O)(=O)Nc2ccccc2OC)c1
→ 16 | -18
CC(C)(C)c1ccc2c(c1)C(c1ccc3c(c1)OCO3)CC(=O)O2 (stereo unspecified)
→ 16 | 8

Bioassay records as filed in PubChem.
